# Screening data as filed in PubChem.
# MBNL1-CUG inh = qHTS Assay for Inhibitors of MBNL1-poly(CUG) RNA binding; Muscleblind-like protein 1 (Homo sapiens), Q9NR56; TR-FRET MBNL1-His/biotin-(CUG)12 binding, 665/545 ratio; Potency, µM (titrated, usually from 57.5 µM), for inactives: at the top dose activity change, negative = inhibition, usual class: inhibitors; 280,000 tested, 0.036% active; active = well fitted inhibition curve with a large enough effect in the signal ratio, with a control signal flat, not every such curve was filed as active; inconclusive = small, poorly fitted or top-dose-only effect, or effect the other way, or a change in a side signal; inactive = no such curve, though single readings can be large or run the other way; the % refers to the signal ratio; also: potency is read from the fitted curve at half-maximal effect; % is scaled to controls: 0 for no effect and ±100 for the full control effect
#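 Ratiometric TR-FRET (665 over 545 nm, excitation 340 nm) tracks disruption of MBNL1-His/biotin-(CUG)12 complex after 60 min at room temperature, with compounds at 92 nM to 58 uM final.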
# ELG1 repair inh = qHTS screen for small molecules that inhibit ELG1-dependent DNA repair in human embryonic kidney (HEK293T) cells expressing luciferase-tagged ELG1; Potency, µM (highest dose often 46.1 µM), inactives show at the highest dose activity change, negative = inhibition, usual class: inhibitors; AID 504467, 2011; HEK293T ELG1-luciferase reporter, luminescence, 16 h; DNA damage induced by 5-fluorouridine; 330,000 tested, 2.3% active; also: potency is read from the fitted curve at half-maximal effect; % is scaled to controls: 0 for no effect and ±100 for the full control effect; nearly all actives have a fitted effect of over 55% in size
#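 In this reporter screen, reduction of luminescence relative to DMSO vehicle indicated activity. Compounds and 5-fluorouridine were added together to 2,000 cells per well, incubated for 16 hr at 37 °C, then developed with ONE-Glo.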
# Rab9 prom act = qHTS Assay for Rab9 Promoter Activators | AID 485297, 2010 | Huh7 Rab9 promoter-luciferase reporter, luminescence, 24 h | 320,000 tested, 2.8% active | Potency, µM (titrated, usually from 9.22 µM), inactives show at the highest dose activation, negative = inhibition, hits mostly activators; also: potency is read from the fitted curve at half-maximal effect; % of control where 0% means no effect; nearly all actives have a fitted effect of over 60% in size
#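 Quantitative HTS format; Huh7 Rab9-luciferase reporter cells (1500/well) receive compound 2 h post-plating, incubate 24 h at 37 °C, then get luciferase reagent for 10 min before luminescence reading.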
# Menin MLL FP TR = qHTS Assay for Inhibitors Targeting the Menin-MLL Interaction in MLL Related Leukemias: Competition With Texas Red Labeled MLL-derived Mutant Peptide; O00255; 270,000 tested, 0.23% active; Menin + Texas Red MLL mutant peptide, fluorescence polarization; Potency, µM (titrated, usually from 61.6 µM), for the others: at the highest dose FP activity change, negative = inhibition, most hits filed as inhibitors; active = well fitted inhibition curve with a large enough effect in the polarisation, with a control signal flat, not every such curve was filed as active; inconclusive = small, poorly fitted or top-dose-only effect, or effect the other way, or a change in a side signal; inactive = no such curve, though single readings can be large or run the other way; the % refers to the polarisation; also: potency is read from the fitted curve at half-maximal effect; % of control where 0% means no effect; many of its hits are not listed in these tables
# Mito fusion act = qHTS Assay for Small Molecule Inhibitors of Mitochondrial Division or Activators of Mitochondrial Fusion | Potency, µM (titrated, usually from 46.1 µM), without a hit: at the top dose growth rescue (activation), most hits filed as activators | S. cerevisiae fusion-defective mutant growth rescue, CellTiterGlo 48 h | 320,000 tested, 0.23% active;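 also: potency is read from the fitted curve at half-maximal effect; % of control where 0% means no effect; nearly all actives have a fitted effect of over 45% in size; temperature-sensitive fusion mutants such as fzo1-1 at 37 °C on non-fermentable ethanol glycerol medium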
#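 Luminescent cell viability in 1536-well qHTS format served as the measure of rescued growth in ts fusion-mutant S. cerevisiae cultured on non-fermentable YPEG for 48 hours at 37C.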
# PKM2 act = qHTS Assay for Activators of Human Muscle isoform 2 Pyruvate Kinase | purified PKM2, Kinase-Glo ATP luminescence, activation; response scale: 0% is enzyme alone, no compound | AID 1631, 2009 | 260,000 tested, 0.34% active | Potency, µM (top dose mostly 57.5 µM), for inactives: at the top dose activation, actives largely listed as activators; also: potency is read from the fitted curve at half-maximal effect; % is scaled to controls: 0 for no effect and ±100 for the full control effect; nearly all actives have a fitted effect of over 55% in size
# Target sequence (P14618 whole entry, looked up, canonical isoform): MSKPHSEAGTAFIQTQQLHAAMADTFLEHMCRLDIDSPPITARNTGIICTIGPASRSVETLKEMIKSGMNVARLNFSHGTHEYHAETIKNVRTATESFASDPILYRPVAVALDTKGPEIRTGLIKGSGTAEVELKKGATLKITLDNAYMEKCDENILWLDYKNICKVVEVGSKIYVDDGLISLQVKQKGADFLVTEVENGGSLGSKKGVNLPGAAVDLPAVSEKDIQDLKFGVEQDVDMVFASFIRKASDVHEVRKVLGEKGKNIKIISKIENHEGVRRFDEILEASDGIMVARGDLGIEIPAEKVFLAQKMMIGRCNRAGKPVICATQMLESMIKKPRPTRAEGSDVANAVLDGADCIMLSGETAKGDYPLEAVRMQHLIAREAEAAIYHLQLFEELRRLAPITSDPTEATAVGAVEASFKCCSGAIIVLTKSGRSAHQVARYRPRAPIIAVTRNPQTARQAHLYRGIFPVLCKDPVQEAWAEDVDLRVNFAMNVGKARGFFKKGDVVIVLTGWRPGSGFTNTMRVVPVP
#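 Purified hPK-M2 (>95% pure) converted ADP (0.1 mM final) to ATP with 0.5 mM PEP in 50 mM imidazole pH7.2, KCl, MgCl2, Tween 20, BSA; 1 h at room temperature. ATP detected by Kinase-Glo luminescence.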
# RORgamma inh = qHTS for inhibitors of ROR gamma transcriptional activity. Drosophila S2 Gal4-RORgamma UAS-luciferase reporter, 20 h. Potency, µM (titrated, usually from 53.6 µM), without a hit: at the highest dose activity change, negative = inhibition, most hits filed as inhibitors. AID 2551, 2010. 310,000 tested, 5.4% active. Nuclear receptor ROR-gamma (Mus musculus), P51450; also: potency is read from the fitted curve at half-maximal effect; % is scaled to controls: 0 for no effect and ±100 for the full control effect; nearly all actives have a fitted effect of over 60% in size
#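 A Gal4/UAS one-hybrid system in insect cells: metallothionein-promoter Gal4–ROR gamma fusion plus Photinus luciferase reporter. Copper sulfate 700 uM final, 20 hr ambient incubation, luminescent detection after 10 min with reagent.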
# NPC1 promoter act = qHTS Assay for NPC1 Promoter Activators. Huh7 NPC1 promoter luciferase reporter, 24 h. Potency, µM (series often up to 9.22 µM), for the others: at the highest dose activation, most hits filed as activators. 320,000 tested, 2.4% active;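 also: potency is read from the fitted curve at half-maximal effect; % of control where 0% means no effect; nearly all actives have a fitted effect of over 60% in size; reporter is driven by a mutant NPC1 promoter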
#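 NPC1 promoter–luciferase Huh7 cells; 24 h compound; luminescence.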
# FLuc modulator = qHTS profiling assay for firefly luciferase inhibitor/activator using purifed enzyme and Km concentrations of substrates (counterscreen for miR-21 project) | Luciferin 4-monooxygenase (Photinus pyralis), P08659 | purified FLuc, Km substrates, luminescence inhibition | Potency, µM (titrated, usually from 57.5 µM), for the others: at the top dose activity change, negative = inhibition, usual class: inhibitors | 360,000 tested, 6.9% active | AID 588342, 2011;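 also: potency is read from the fitted curve at half-maximal effect; plate controls were vehicle for no effect and reference inhibitor for full effect; nearly all actives have a fitted effect of over 55% in size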
# Target sequence (P08659 whole entry, looked up): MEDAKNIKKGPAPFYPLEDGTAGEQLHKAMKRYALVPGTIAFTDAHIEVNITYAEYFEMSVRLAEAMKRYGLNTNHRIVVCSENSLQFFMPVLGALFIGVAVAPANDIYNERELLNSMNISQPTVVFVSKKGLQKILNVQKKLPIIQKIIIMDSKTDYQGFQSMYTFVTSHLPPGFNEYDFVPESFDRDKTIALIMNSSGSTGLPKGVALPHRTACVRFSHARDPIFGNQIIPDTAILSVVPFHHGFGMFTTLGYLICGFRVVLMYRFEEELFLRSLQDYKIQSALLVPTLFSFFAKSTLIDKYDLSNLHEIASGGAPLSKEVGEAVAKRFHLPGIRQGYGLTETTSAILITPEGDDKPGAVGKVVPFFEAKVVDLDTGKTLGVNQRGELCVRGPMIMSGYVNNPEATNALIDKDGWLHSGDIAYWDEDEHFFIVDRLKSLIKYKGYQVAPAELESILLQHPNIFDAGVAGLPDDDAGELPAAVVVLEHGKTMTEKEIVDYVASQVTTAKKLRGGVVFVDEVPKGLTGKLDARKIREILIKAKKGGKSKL
#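 Purified P. pyralis luciferase (10nM final) with 10uM D-luciferin and 10uM ATP (Km levels) in 50mM Tris acetate pH 7.5, 10mM Mg acetate, 0.01% Tween-20, 0.05% BSA; qHTS 6-point titration, ~60 µM downward; luminescence read.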
# KCNH2 3.1 block = qHTS for Inhibitors of KCHN2 3.1: Mutant qHTS. Potassium voltage-gated channel subfamily H member 2, brain isoform KCNH2 3.1 (human). U2OS KCNH2 3.1, thallium flux FluxOr; stronger effect = lower value. activity change, % (tested at about 1.8 µM). 340,000 tested, 0.95% active;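 active = maximum activity change below -70%; inconclusive = maximum activity change from -70% to -50%; inactive = maximum activity change above -50%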;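 also: thallium influx rate constant from kinetic fluorescence after stimulation buffer; % is scaled to controls: 0 for no effect and ±100 for the full control effect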
#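 U2OS cells transduced with KCNH2 3.1 mutant virus (1.77 x 10^8 /mL, 4 h), plated overnight at 37 C, loaded 45 min with FluxOr dye plus Red40 quencher. Thallium flux rate constant from kinetic reads after stimulation buffer, normalised to controls.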
# Gal4-VP16 FLuc = VP16 counterscreen qHTS for inhibitors of ROR gamma transcriptional activity; 310,000 tested, 3.5% active; Potency, µM (series often up to 53.6 µM), inactives show top-dose activity, negative = inhibition, actives largely listed as inhibitors; Drosophila S2 Gal4-VP16 UAS-luciferase, luminescence, 20 h;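 also: Gal4-VP16 expression switched on by copper sulfate through the metallothionein promoter; potency is read from the fitted curve at half-maximal effect; % is scaled to controls: 0 for no effect and ±100 for the full control effect; nearly all actives have a fitted effect of over 50% in size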
# Active calls of the source: *; ? = inconclusive; nt = not tested or not shown; & = joins results of further samples; [ ] = another dose, or the depositor's remark. Unless noted, calls follow the shape of the dose curve; as a rule, active = well fitted curve in the direction sought with a large enough effect; inconclusive = small, poorly fitted or top-dose-only effect, or another doubt; inactive = no such curve, though single readings can be large; an effect the other way counts as inactive or inconclusive.
SMILES,MBNL1-CUG inh,ELG1 repair inh,Rab9 prom act,Menin MLL FP TR,Mito fusion act,PKM2 act,RORgamma inh,NPC1 promoter act,FLuc modulator,KCNH2 3.1 block,Gal4-VP16 FLuc
Nc1cc(=O)[nH]c(SCC(=O)Nc2ccc(S(=O)(=O)N3CCOCC3)cc2)n1,0%,-15%,0%,15%,-1%,1%,-2%,-3%,0%,7,-5%
Cc1ccc(S(=O)(=O)N2CCCOC2CNC(=O)C(=O)NCc2ccc3c(c2)OCO3)cc1 (centres undefined),1%,?,0%,nt,1%,-1%,4%,1%,5%,nt,-13%
Cc1ccc2c(COC(=O)c3n[nH]c4ccccc34)cc(=O)oc2c1,26%,?,12%,0%,14%,-1%,31%,?,5.4µM*,1,0%
CCOC(=O)C(C)Sc1nnc(CSc2nc3nc(C)cc(C)n3n2)o1 (centres undefined),-8%,0%,0%,-6%,-1%,0%,3%,-2%,0%,2,0%
COc1ccc(CC(=O)NCCS(=O)(=O)N2CCN(c3ccccc3)CC2)cc1,nt,0%,-3%,nt,-1%,nt,nt,-1%,0%,1,nt
COc1ccc(/C=N/NC(=O)c2ccc(N(C)S(=O)(=O)c3ccccc3)cc2)cc1,25%,?,4%,13%,-3%,-7%,?,3%,?,-21,0%
COc1ccc(NC(=S)N2CCC(N(C)CCN3CCOCC3)CC2)cc1Cl,nt,12%,0%,1%,-3%,0%,0%,-5%,-2%,7,1%
COc1ccc(NC(=O)C(CC(=O)O)Cc2ccc(C)cc2)cc1 (centres undefined),-1%,11%,-2%,16%,-2%,-2%,-6%,-1%,-15%,-1,-1%
Cc1nc(C(Cl)(Cl)Cl)nc2[nH]ccc(=O)c12,5%,-12%,-10%,6%,2%,17%,11%,-3%,-3%,7,10%
CCOC(=O)c1ccccc1OCc1cc(/C=N/n2cnnc2)ccc1OC,-3%,?,nt,3%,0%,-2%,?,-1%,4%,-12,-14%
Cc1ccc(NC2OC(CO)C(O)C2O)cc1[N+](=O)[O-] (centres undefined),8%,-1%,-5%,6%,1%,-10%,3%,-2%,3%,-23,?
Cc1c(C=O)c(=O)n(-c2ccccc2)n1-c1ccccc1,-3%,14%,-2%,-2%,26%,4%,6%,1%,4%,2,2%
COc1ccc(C(=O)NNC(=O)CN2CCC(n3nnc4cc(F)ccc43)CC2)cc1,-4%,3%,-6%,-2%,-5%,2%,-19%,1%,3%,6,-8%
CCC1CN(C(=O)NCc2ccccc2)c2cc(Cl)ccc2O1 (centres undefined),-4%,-13%,1%,4%,10%,nt,2%,-2%,-3%&5%,11,-3%
CCCn1c(C(O)c2ccc(OC)cc2)nc2ccccc21 (centres undefined),-13%,-27%,0%,10%,-1%,2%,8%,-5%,-5%,-1,0%
O=C(NCc1ccccn1)Nc1ccccc1,-13%,?,1.6µM*,2%,-2%,-18%,-37%,?,13µM*,-25,-15%
O=C(Nc1cccc(F)c1)c1cc(S(=O)(=O)N2CCOCC2)cs1,4%,?,-9%,?,16%,-1%,38%,-4%,0%,-4,0%
NCCCn1c(C(=O)c2cc(Cl)c(N)c(Cl)c2)c2ccc(C(F)(F)F)cc2[n+]1[O-],nt,22%,-1%,nt,8%,nt,nt,7%,-1%,-125*,nt
COc1ccc(S(=O)(=O)c2c(N)n(Cc3ccco3)c3nc4ccccc4nc23)cc1,9%,?,-3%,?,7%,28µM*,?,17%,-16%,24,5%
CCC1CCCCN1C(=O)CN1C(=O)c2ccccc2S1(=O)=O (centres undefined),nt,0%,-5%,nt,0%,nt,nt,1%,8%,11,nt

# One compound at a time, from the list above:
# Cc1ccc(NC2OC(CO)C(O)C2O)cc1[N+](=O)[O-] (centres undefined) in the list: MBNL1-CUG inh: 8%; ELG1 repair inh: -1%; Rab9 prom act: -5%; Menin MLL FP TR: 6%; Mito fusion act: 1%; PKM2 act: -10%; RORgamma inh: 3%; NPC1 promoter act: -2%; FLuc modulator: 3%; KCNH2 3.1 block: -23; Gal4-VP16 FLuc: ?
# Cc1c(C=O)c(=O)n(-c2ccccc2)n1-c1ccccc1 in the list: MBNL1-CUG inh: -3%; ELG1 repair inh: 14%; Rab9 prom act: -2%; Menin MLL FP TR: -2%; Mito fusion act: 26%; PKM2 act: 4%; RORgamma inh: 6%; NPC1 promoter act: 1%; FLuc modulator: 4%; KCNH2 3.1 block: 2; Gal4-VP16 FLuc: 2%

# Further results.
SMILES,MBNL1-CUG inh,ELG1 repair inh,Rab9 prom act,Menin MLL FP TR,Mito fusion act,PKM2 act,RORgamma inh,NPC1 promoter act,FLuc modulator,KCNH2 3.1 block,Gal4-VP16 FLuc
Cc1cccc(NC(=O)COC(=O)CNC(=O)C2CCCCC2)c1,2%,16%,5%,-12%,1%,10%,-2%,-5%,-1%,1,-3%
O=S(=O)(c1cccc(Br)c1)N1CCN(C(=S)NCC2CCCO2)CC1 (centres undefined),nt,-6%,-2%,nt,3%,nt,nt,-3%,1%,-4,nt
Cc1cc(OCCN2CCOCC2)ccc1C(C)C,2%,?,1%[1.84 µM],?,-1%,nt,0%,14%,?,6,-17%
CN(Cc1ccccc1)c1nc(N)c([N+](=O)[O-])c(Nc2cccc(F)c2)n1,-8%,-14%,-1%,4%,22%,-1%,22%,-11%,-1%,-6,1%
O=C(NC(=S)NC1CCSC1=O)c1ccc([N+](=O)[O-])cc1 (centres undefined),?,13%,-2%,nt,-2%,7%,?,-4%,8%,nt,-19%
CCSC(=N)N,nt,11%,-1%[46.1 µM],-2%,-7%&1%,nt,1%&-3%,5%[46.1 µM],-1%,9,-8%&-9%
Cc1ccc(N(CC(=O)N/N=C/c2cc(C)n(-c3ccccc3)c2C)S(C)(=O)=O)c(C)c1,-6%,-11%,2%,-8%,0%,2%,?,-5%,?,-4,-3%
CCN1CCN(c2ncc(C(=O)Nc3c(F)cc(F)cc3Br)c3ccccc23)CC1,2%,?,-4%,-10%,5%,13%,7%,0%,7%,-18,-1%
Cc1cccc(Oc2ccc(S(=O)(=O)N3CCCCC3)cc2NC(=O)C2=COCCO2)c1,nt,-12%,-9%,nt,16%,nt,nt,-7%,-14%,-13,nt
COc1ccc(CC(=O)O/N=C(\N)c2ccccn2)cc1,0%,?,18%,nt,-8%,-9%,7%,10%,12µM*,0,1%
N#C/C(=N/Nc1ccc(OC(F)(F)F)cc1)C(N)=S,nt,?,-36%[inhibitor],nt,-3%,-7%,4.5µM*,-25%,11µM*,-15,4.5µM*
CCN(CCCNC(=O)COc1cc(=O)n(C)c2ccccc12)c1ccccc1,2%,0%,5%,nt,0%,-7%,-4%,-4%,0%,-4,-4%
COc1cccc(/C=N/NC(=O)CNC(=O)C2COc3ccccc3O2)c1O (centres undefined),?,-7%,-21%,0%,-4%,2%,0.35µM*,-10%,-8%,35,0.45µM*
CC(=O)Nc1cccc(NS(=O)(=O)c2ccccc2[N+](=O)[O-])c1,?,14%,-2%,0%,0%,-19%,11%,-1%,-4%,-4,-6%
N/C(=N\OC(=O)CC1CCCCC1)c1cccnc1,8%,?,-2%,14%,0%,0%,12%,-3%,13µM*,7,16%
COc1cccc(N2CCc3c(C)nc4ccc(Cl)cc4c32)c1,?,23µM*,-6%,?,-1%,nt,-40%,-8%,-1%,-32,-4%
C/C(CC(=O)Nc1ccc(F)cc1)=N\NC(=O)Cc1csc(N)n1,2%,16%,-7%,11%,-4%,-3%,-2%,-1%,3%,5,-9%

# Not all compounds are listed; rates above refer to the full screens.
